Screening results (PubChem BioAssay)
PolyA inhibitor = inhibitors of polyadenylation in S. cerevisiae. S. cerevisiae SKY197-pL101 polyadenylation reporter, beta-gal luminescence; efflux-impaired pdr1/pdr3 knockout yeast; score 100 = 6 SD above DMSO. calls only at 12 µM. hit rate 0.02% among 300,000. AID 1875;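 active = lowest replicate activity score at least 50, where 100 means six control SD above control mean; inconclusive = lowest score under 50 but half or more replicates reach 50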;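 also: yeast exposed to compound for 9 h at 30 °C; higher score means more reporter readthrough which indicates perturbed polyadenylation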
KCNQ1 inh = inhibitors of human KCNQ1 potassium channel; CHO-K1 KCNQ1, FluxOR thallium flux fluorescence; active compounds read high; B-score at 10 µM; hit rate 1.3% among 310,000; AID 2642;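 active = compounds whose thallium flux B-score, printed positive for inhibition, exceeds three library SD while starting fluorescence stays within three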;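 also: channel opened by potassium depolarization with thallium stimulus after 20 min compound exposure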
KCNK3 inh = human KCNK3 channel inhibition, primary screen; B-score at 10 µM; CHO-KCNK3 thallium flux, FluxOR fluorescence; active compounds read low; AID 602410; hit rate 0.84% among 340,000;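 active = B-score under library mean minus 4 SD, starting fluorescence ratio at most library mean plus 5 SD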;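 also: more negative B-score means stronger inhibition of thallium flux through KCNK3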
Target sequence (O14649 whole entry, looked up): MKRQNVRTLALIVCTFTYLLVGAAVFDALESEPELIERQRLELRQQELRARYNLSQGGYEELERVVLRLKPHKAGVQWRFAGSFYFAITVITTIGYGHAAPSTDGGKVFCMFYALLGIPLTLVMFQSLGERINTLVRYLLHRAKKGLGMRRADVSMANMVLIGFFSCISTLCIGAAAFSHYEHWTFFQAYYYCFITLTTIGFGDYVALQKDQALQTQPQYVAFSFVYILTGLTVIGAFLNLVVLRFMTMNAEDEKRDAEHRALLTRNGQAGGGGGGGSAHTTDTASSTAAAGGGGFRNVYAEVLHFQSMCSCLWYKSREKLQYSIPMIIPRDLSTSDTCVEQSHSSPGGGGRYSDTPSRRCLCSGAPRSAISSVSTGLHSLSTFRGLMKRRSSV
KCNQ1 act = potentiators or activators of human KCNQ1 potassium channel; P51787; CHO-K1 KCNQ1, thallium flux FluxOR fluorescence; active compounds read high; B-score at 10 µM; hit rate 0.35% among 310,000; AID 2648;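 active = fluorescence ratio B-score, a plate-corrected score, at least three library SD, with initial intensity B-score within 5 SD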
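Assay system: CHO-K1 cells stably expressing KCNQ1; Medium: assay buffer with matched DMSO; Also added: K+/Tl+ depolarizing stimulus; Dosing: single dose; Timing: dye 90 min, compound 20 min, room temperature; Measured by: kinetic FluxOR thallium fluorescence, 10-s 1-Hz baseline, 110-s post-stimulus read; Read-out: peak-minus-minimum fluorescence over initial fluorescence, negative-control normalized, B-scored.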
TRPC4 inh = TRPC4 (mouse) channel inhibition. Q9QUQ5. B-score at 10 µM. HEK293 TRPC4beta/mu-opioid, DAMGO-evoked Fluo4 calcium flux; active compounds read low. hit rate 0.39% among 300,000;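 active = B-score over 3 SD under the library average, no early fluorescence shift, positive overall ratio signal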
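Material: HEK293 cells with stable TRPC4beta plus mu-opioid receptor expression / Probe or stimulus: DAMGO in two steps, submaximal then maximal / Compound: single concentration per test compound / Technique: kinetic Fluo4 fluorescence imaging of calcium influx / Read-out: per-well B score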
TRPC4 agonist = activators of mouse TRPC4 channel. hit rate 0.49% among 310,000. HEK293 TRPC4beta/mu-opioid, Fluo4 calcium fluorescence; active compounds read high. AID 2237. B-score at 10 µM;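 active = B-score above 5 SD of library B-scores, and initial fluorescence ratio not above library mean plus 5 SD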;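 also: positive B-score marks a calcium rise read as TRPC4 activation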
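Assay system – TRPC4beta and mu-opioid receptor HEK293 stable cells · Measured by – Fluo4 fluorescence, kinetic · Schedule – dye loading 45 min room temperature, 110 s kinetic read · Read-out – B-scored integrated calcium fluorescence ratio · Controls – buffer and maximal DAMGO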
hERG protect = compounds protecting human hERG from proarrhythmic drug block; CHO-hERG, FluxOR thallium flux, dofetilide IC70 present; Q12809; activation (rescue from dofetilide block), less the hit threshold, % at 10 µM; hit rate 0.51% among 310,000; AID 1511;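 active = activation above the mean of controls blocked by dofetilide plus 5 SD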;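 also: thallium influx through hERG after potassium depolarization seen as dye fluorescence rise; in these data hits start at about 4.7%; inactives centre near -7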
Platelet DG rel = platelet dense granule release activity. hit rate 0.22% among 300,000. human platelet-rich plasma, SFLLRN dense granule ATP release, luminescence. inhibition, %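 (compounds screened at 7.5 µM in platelet-rich plasma)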;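 active = mean replicate score, as percent of positive control, at or above 50; inconclusive = mean below 50 but at least one replicate at or above 50; inactive = mean and every replicate below 50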
KCNK9 inh = blocks the human KCNK9 two-pore domain potassium channel; HEK293 KCNK9, FluxOR thallium flux fluorescence; active compounds read low; Q9NPC2; hit rate 1.2% among 310,000; B-score at 10 µM;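 active = ratio B-score over 3 SD below the library mean, with starting fluorescence within 5 SD of its mean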;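 also: negative B-score means less thallium flux so channel inhibition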
Target sequence (Q9NPC2 whole entry, looked up, the tested form may be a part): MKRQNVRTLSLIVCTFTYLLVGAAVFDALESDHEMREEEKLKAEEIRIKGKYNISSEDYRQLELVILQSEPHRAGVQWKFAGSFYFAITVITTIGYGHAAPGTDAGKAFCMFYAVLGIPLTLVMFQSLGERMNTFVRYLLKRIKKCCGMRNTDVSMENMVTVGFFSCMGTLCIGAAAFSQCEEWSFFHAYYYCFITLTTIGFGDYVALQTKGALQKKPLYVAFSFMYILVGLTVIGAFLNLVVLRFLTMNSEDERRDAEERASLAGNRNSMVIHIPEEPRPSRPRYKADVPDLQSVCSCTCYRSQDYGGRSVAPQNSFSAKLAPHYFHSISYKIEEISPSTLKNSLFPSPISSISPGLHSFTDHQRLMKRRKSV
DYRK1A inh = inhibitors of rat Dyrk1A kinase | Q63470 | inhibition, % at 12.5 µM | hit rate 0.43% among 310,000 | ADP-Glo luminescence, NFATc1 peptide; in the data active = inhibition above about 50%;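 also: plate controls were vehicle with enzyme for no effect and no enzyme for full effect; many of its hits are not listed in these tables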
TRPC4 potent = allosterically enhances the mouse TRPC4 cation channel. Q9QUQ5. HEK293 TRPC4beta/mu-opioid, DAMGO EC20, Fluo-4 Ca2+ flux; active compounds read high. B-score at 10 µM. hit rate 0.42% among 310,000. AID 2227;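 active = B-score of calcium response area above 5 SD of library B-scores, with initial fluorescence ratio within 5 SD of library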;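 also: B-score of integrated fluorescence ratio over time as area under calcium response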
* = called active by the depositor; i = inactive; ? = inconclusive; . = not tested or not shown. This is a subset (hit frequency here may not be typical).

SMILES	PolyA inhibitor	KCNQ1 inh	KCNK3 inh	KCNQ1 act	TRPC4 inh	TRPC4 agonist	hERG protect	Platelet DG rel	KCNK9 inh	DYRK1A inh	TRPC4 potent
O=C(O)CCc1nn2c3ccccc3nc2n(CCN2CCCCC2)c1=O	i	i	i	i	i	i	-8	3	i	-3	i
COc1ccc(NC(=O)c2ccc(-n3c(C)ccc3C)cc2)c(OC)c1	i	i	-8.8*	i	i	i	-8	15	i	.	i
Cc1nc(N2CCC(C(N)=O)CC2)c2c(-c3cccs3)csc2n1	.	i	i	i	i	i	-11	.	i	.	i
COc1ccc(S(=O)(=O)Nc2ccc(N3CCOCC3)cc2)cc1	i	i	i	i	i	i	-4	-7	i	.	i
Cc1cccc2c(C(=O)Nc3ccc(Br)cc3)cc(-c3ccccn3)nc12	i	i	i	i	i	i	-11	6	i	.	i
CCOC(=O)c1cccc(-c2ccc(C=O)o2)c1	i	i	i	i	i	i	-10	-13	i	15	i
O=C(Cn1nnc2ccccc21)Nc1ccc(Cl)cn1	i	i	i	i	i	i	-6	3	i	5	i
CCO[C@H]1OC(C(=O)NCc2ccccc2)=C[C@@H](C2CCCCC2)[C@@H]1CCCO	i	i	i	i	i	i	-10	2	i	-4	i
S=c1[nH]nc(CCc2ccccc2)n1Cc1ccccc1	i	i	i	i	i	i	-3	-5	i	6	i
COc1ccc(COC(=O)c2cccc(S(=O)(=O)N3CCN(C(C)=O)CC3)c2)cc1	i	i	i	i	i	i	-9	-4	i	18	i
CCOc1ccc(Oc2ccccc2NC(=O)C2=COCCO2)cc1	i	i	i	i	i	i	-11	-19	i	-4	i
CCC(=O)OCC(=O)Nc1cc([N+](=O)[O-])ccc1OC	i	i	i	i	i	i	-6	12	i	.	i

Rewritten with values under each structure: part of the list above
Each structure is followed by: PolyA inhibitor	KCNQ1 inh	KCNK3 inh	KCNQ1 act	TRPC4 inh	TRPC4 agonist	hERG protect	Platelet DG rel	KCNK9 inh	DYRK1A inh	TRPC4 potent
> Cc1cccc2c(C(=O)Nc3ccc(Br)cc3)cc(-c3ccccn3)nc12
→ i	i	i	i	i	i	-11	6	i	.	i
> CCOC(=O)c1cccc(-c2ccc(C=O)o2)c1
→ i	i	i	i	i	i	-10	-13	i	15	i
> O=C(Cn1nnc2ccccc21)Nc1ccc(Cl)cn1
→ i	i	i	i	i	i	-6	3	i	5	i

(more compounds)
SMILES	PolyA inhibitor	KCNQ1 inh	KCNK3 inh	KCNQ1 act	TRPC4 inh	TRPC4 agonist	hERG protect	Platelet DG rel	KCNK9 inh	DYRK1A inh	TRPC4 potent
O=C(NC(=S)Nc1ccc(S(=O)(=O)N2CCCCC2)cc1)c1ccccc1	i	i	i	i	i	i	-5	-3	i	0	i
CCP(=O)(c1cccc([N+](=O)[O-])c1)c1cccc([N+](=O)[O-])c1	i	i	i	i	i	i	-5	-3	i	-3	i
CC(C)c1ccc(NC(=S)NC2CCN(Cc3ccccc3)CC2)cc1	i	i	i	i	i	i	-6	?	i	-2	i
C/C(Nc1ccc(Cl)cc1)=C(/C#N)C(N)=O	i	i	i	i	i	i	-5	-3	i	.	i
COc1ccc(N=C2O/C(=C/c3sc(=S)n(CC4CCCO4)c3O)N=C2C#N)cc1 (centres undefined)	i	10*	i	i	i	i	-17	4	i	.	i
CC(C)(C)Nc1nc(Oc2ccc(=O)n(-c3ccccc3)n2)nc(N2CCOCC2)n1	i	i	i	i	i	i	-7	0	i	2	i
NC(=O)C1CCN(CC(=O)NC2CCCc3ccccc32)CC1 (centres undefined)	i	i	i	i	i	i	-5	-3	i	-3	i
CN(CC(=O)Nc1ccc(F)cc1)C(=O)COC(=O)c1ccc(-c2ccccc2)cc1	i	i	i	i	i	i	-16	-1	i	8	i
CCOc1ccccc1NC(=S)N(CCOC)C1CCN(C(C)=O)CC1	i	i	i	i	i	i	-13	2	i	-5	i
CCOC(=O)c1c(NC(=O)CSc2nnnn2-c2ccc(OC)cc2)sc(C)c1C	i	i	i	i	i	i	-3	-5	i	-2	i
Clc1ccccc1CSc1nnc(-c2ccccn2)n1Cc1ccco1	i	i	i	i	i	i	-19	-1	i	2	i
CCN(CC)C(=O)COC(=O)c1ccc(O)cc1	i	i	i	i	i	i	-6	-3	i	-5	i

Full records from above. Values in the order: PolyA inhibitor, KCNQ1 inh, KCNK3 inh, KCNQ1 act, TRPC4 inh, TRPC4 agonist, hERG protect, Platelet DG rel, KCNK9 inh, DYRK1A inh, TRPC4 potent
CC(C)(C)Nc1nc(Oc2ccc(=O)n(-c3ccccc3)n2)nc(N2CCOCC2)n1 in the list: i, i, i, i, i, i, -7, 0, i, 2, i
NC(=O)C1CCN(CC(=O)NC2CCCc3ccccc32)CC1 (centres undefined) in the list: i, i, i, i, i, i, -5, -3, i, -3, i
CCOC(=O)c1c(NC(=O)CSc2nnnn2-c2ccc(OC)cc2)sc(C)c1C in the list: i, i, i, i, i, i, -3, -5, i, -2, i

More records.
SMILES	PolyA inhibitor	KCNQ1 inh	KCNK3 inh	KCNQ1 act	TRPC4 inh	TRPC4 agonist	hERG protect	Platelet DG rel	KCNK9 inh	DYRK1A inh	TRPC4 potent
O=C(NCCc1ccccn1)c1cncc(Br)c1	i	i	i	i	i	i	-6	1	i	-2	i
Cc1noc(C)c1C(=O)OCC(=O)Nc1cc(Cl)ccc1Oc1ccccc1	i	i	i	i	i	i	-7	-1	i	-3	i
COc1ccc(O[C@H]2C=C[C@@H](c3ccccc3)O[C@@H]2COC(=O)CC/C(C)=N/O[C@@H](C)CN2CCCCc3nc(C)c(C)cc32)cc1	i	i	.	i	i	i	-11	-3	i	.	i
C=CCn1c(SCC(=O)Nc2ccc3c(c2)OCO3)nnc1-c1ccccc1	i	i	i	i	i	i	-7	7	i	-1	i
Cc1c(CCOC(=O)C23CC4CC(CC(C)(C4)C2)C3)sc[n+]1Cc1ccccc1	i	i	i	i	i	i	-4	12	i	-5	i
O=C(/C=C/c1ccc(-c2ccccc2[N+](=O)[O-])o1)c1ccc(Br)cc1	i	i	i	i	i	i	-10	-1	i	12	i
CCCCC(O)(c1ccc(OC)cc1)C(CN1CCOCC1)c1ccccc1 (centres undefined)	i	i	i	i	i	i	-6	2	i	-3	i
O=C(Nc1nnc(SCc2c(Cl)cccc2Cl)s1)C1CC(=O)N(c2ccc3c(c2)OCCO3)C1 (centres undefined)	i	i	i	i	i	i	-30	7	i	-7	i
CCN(CC)CCCN=Cc1c(O)n(-c2c(C)cccc2C)c(=O)c2ccccc12	i	i	i	i	i	i	-1	-2	i	.	i
NC(=O)C1CCN(Cc2nc(-c3ccccc3)no2)CC1	i	i	i	i	i	i	-6	-1	i	6	i
O=C1N/C(=N/O)S/C1=C\c1ccccc1-n1cccn1	i	i	i	i	i	i	-8	-2	i	.	i
CCN(CC)C(=O)Cn1cc(S(=O)(=O)CC(=O)N2CC(C)OC(C)C2)c2ccccc21 (centres undefined)	i	i	i	i	i	i	-10	-2	i	-11	i
N#Cc1nc(-c2ccco2)oc1NCCCn1ccnc1	i	i	i	i	i	i	-5	8	i	9	i
COc1ccc([C@H]2CC(=O)c3c(O)cc(O)cc3O2)cc1O	i	i	i	i	i	i	-9	-6	i	.	i
O=C(O)c1ccc(CNC(=O)c2ccc3c(c2)OCCO3)cc1	i	i	i	i	i	i	-3	6	i	1	i
S=c1nn[nH]n1C12CC3CC(CC(C3)C1)C2	i	i	i	9*	i	i	14*	6	i	0	i
Cc1ccc(CCNS(=O)(=O)c2cc3c(cc2C)NC(=O)CO3)cc1	i	i	i	i	i	i	-9	-5	i	-2	i
CC1CN(C(=S)Nc2ccccc2)CC(C)O1 (centres undefined)	i	i	i	i	i	i	-6	-2	i	.	i
CCOC(=O)N1CCN(C(=O)CCN2C(=O)COc3ccccc32)CC1	i	i	i	i	i	i	-6	-12	i	24	i
Cc1ccc(NC(=O)CSc2nc(N)cc(=O)[nH]2)cc1S(=O)(=O)N1CCOCC1	i	i	i	i	i	i	-10	1	i	-9	i
CCOC(=O)C1(Cc2ccc(OC)cc2)CCN(C(=O)c2cccc3nccnc23)CC1	i	i	i	i	i	i	-7	-4	i	-59	i
Cc1cccn2cc(COc3ccc(-c4ccccc4)cc3)nc12	i	i	i	i	i	i	-9	10	i	.	i
Cc1ccn2cc(-c3cccc(NC(=O)CCC(=O)O)c3)nc2c1	i	i	i	i	i	i	-5	1	i	1	i
COc1ccc(/C=C(/NC(=O)c2ccccc2)C(=O)NCc2ccco2)cc1	i	i	i	i	i	i	2	1	i	-5	i
COc1ccc(CC(=O)NC2CCCc3ccccc32)cc1 (centres undefined)	i	i	i	i	i	i	-10	1	i	-2	i
COc1ccc(-n2nc3c(N)n[nH]c3cc2=O)cc1	i	i	i	i	i	i	-5	-12	i	17	i
COc1cc(NS(=O)(=O)c2ccc(NC(=O)CN3C(=O)c4ccccc4C3=O)cc2)nc(OC)n1	i	i	i	i	i	i	-5	-2	i	2	i
O=C(OCC(=O)N1CCN(C(=O)c2ccco2)CC1)c1cc(-c2ccco2)nc2ccccc12	i	i	i	i	i	i	-34	9	i	27	i
COc1ccc(CC(=O)OCC(=O)c2ccc(OC)cc2)cc1	i	i	i	i	i	i	-5	-17	i	-3	i

As a short view, 3 of the compounds above.
SMILES	PolyA inhibitor	KCNQ1 inh	KCNK3 inh	KCNQ1 act	TRPC4 inh	TRPC4 agonist	hERG protect	Platelet DG rel	KCNK9 inh	DYRK1A inh	TRPC4 potent
O=C(O)CCc1nn2c3ccccc3nc2n(CCN2CCCCC2)c1=O	i	i	i	i	i	i	-8	3	i	-3	i
COc1ccc(NC(=O)c2ccc(-n3c(C)ccc3C)cc2)c(OC)c1	i	i	-8.8*	i	i	i	-8	15	i	.	i
Cc1nc(N2CCC(C(N)=O)CC2)c2c(-c3cccs3)csc2n1	.	i	i	i	i	i	-11	.	i	.	i
